HEK293 tox = cytotoxicity counter-screen for GLP-1 receptor inverse agonists | HEK293 cAMP-luciferase reporter cells, luminescence, 24 h | Potency, µM (titrated, usually from 38.3 µM), for inactives: top-dose activity change, negative = inhibition, usual class: inhibitors | 410,000 tested, 0.13% active | AID 624418;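 note: loss of luciferase light is scored as toxicity; potency is the fitted concentration of half-maximal effect; % is set by controls: 0 for no effect and ±100 for the full control effect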
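Step one: seed cells (200 cells/uL, DMEM with 10% Nu serum, 1% pen-strep). Step two: 12-hour incubation at 37 deg C. Step three: pin 23 nL compound, incubate 24 hr. Step four: add luciferase reagent, read luminescence 12 min later.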
EPAC1 antagonist = blocks human EPAC1 exchange factor | 360,000 tested, 0.14% active | Potency, µM (series often up to 115 µM), inactives show at the top dose activity change, negative = inhibition, actives largely listed as inhibitors | AID 720709 | EPAC1 GEF assay, Rap1b-BODIPY-GDP exchange fluorescence;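 note: potency is the fitted concentration of half-maximal effect; plate controls were vehicle for no effect and positive control for full effect; nearly all actives have a fitted effect of over 50% in size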
PTHR1 ag = agonists of human PTHR1 parathyroid hormone receptor; Q03431; HEK293 GP2 PTHR1 cells, GloSensor cAMP luminescence, 1 h; Potency, µM (doses to about 115 µM), inactives show top-dose activation, hits mostly activators; 410,000 tested, 0.075% active; AID 743266; note: potency is the fitted concentration of half-maximal effect; nearly all actives have a fitted effect of over 55% in size; some results filed as inactive show a strong effect at the top dose; inactives centre near -15; many of its hits are not listed in these tables
Target sequence (Q03431 whole entry, looked up): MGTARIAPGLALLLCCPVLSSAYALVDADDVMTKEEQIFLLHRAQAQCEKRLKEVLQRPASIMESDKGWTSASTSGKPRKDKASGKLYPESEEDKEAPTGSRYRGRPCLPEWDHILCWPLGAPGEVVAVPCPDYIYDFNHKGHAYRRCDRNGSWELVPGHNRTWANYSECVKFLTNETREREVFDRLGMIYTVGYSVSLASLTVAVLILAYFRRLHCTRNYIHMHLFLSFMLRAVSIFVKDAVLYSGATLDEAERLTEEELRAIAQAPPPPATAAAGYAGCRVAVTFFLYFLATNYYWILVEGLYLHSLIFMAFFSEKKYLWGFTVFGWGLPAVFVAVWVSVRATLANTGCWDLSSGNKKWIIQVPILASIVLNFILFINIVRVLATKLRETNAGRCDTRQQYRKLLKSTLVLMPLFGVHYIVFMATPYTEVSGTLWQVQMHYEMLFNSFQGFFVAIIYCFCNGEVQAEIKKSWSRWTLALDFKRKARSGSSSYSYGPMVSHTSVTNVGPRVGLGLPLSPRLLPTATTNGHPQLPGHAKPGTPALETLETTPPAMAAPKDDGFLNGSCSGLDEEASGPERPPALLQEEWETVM
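HEK-293-derived GP2 cells expressing PTHR1 and a GloSensor cAMP reporter, 3,000/well, plated overnight, given luciferin plus IBMX (each 0.5 mM as added) for 1 h at 37 °C, then compound for 1 h at 37 °C. Luminescence was read after 15 min at room temperature.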
IL-2 act = activators of IL-2; IL-2 activation reporter assay, cell-based qHTS; stimulated with anti-CD3/CD4/CD28 beads; in transgenic mouse T cells; activation, % (series mostly up to about 46 µM); 360,000 tested, 0.065% active; AID 652025; in the data active = activation above about 50%; inconclusive = mostly about 30% to 49%; note: 0% is about no effect
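First, unstimulated transgenic mouse T cells were exposed to compound for 60 min. Next, anti-CD3/anti-CD4-coated beads with anti-CD28 were added. Finally, after 18 h at 37 degrees C, EGFP and DsRed were imaged.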
PLK1 PBD block = blocks phosphopeptide binding to human PLK1 polo-box domain; Potency, µM, inactives show max response, negative = inhibition, actives largely listed as inhibitors; 360,000 tested, 2.8% active; Plk1 PBD binding of FITC phosphopeptide, fluorescence polarization; note: potency is the fitted concentration of half-maximal effect; series mostly up to about 57 µM; % is set by controls: 0 for no effect and ±100 for the full control effect; nearly all actives have a fitted effect of over 65% in size
PI5P4Ka inh = inhibitors of human PI5P4K alpha | max response, % | PI5P4Kalpha enzyme, ADP-Glo luminescence, 60 min; hits give low values | P48426 | 330,000 tested, 1.2% active; active = max response of -50% or lower; inconclusive = between -30% and -50%; inactive = -30% or higher; note: value at the top dose of about 77 µM; % is set by controls: 0 for no effect and ±100 for the full control effect
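ADP-Glo luminescence end-point after a 60 min room-temperature kinase reaction. PI5P4Kalpha and substrate in HEPES pH 7.4 buffer with EGTA, 0.1% CHAPS and 5% DMSO; ATP at 5 microM final.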
EPAC1 agonist = agonists of human EPAC1; O95398; EPAC1 agonist qHTS, biochemical assay; response scale: 100% = response to 6.5 mM cAMP; Potency, µM (top dose mostly 154 µM), without a hit: at the top dose activation, hits mostly activators; 360,000 tested, 0.073% active; AID 720707; note: potency is the fitted concentration of half-maximal effect; nearly all actives have a fitted effect of over 60% in size
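Fluorescent GDP-exchange assay: 100 nM EPAC1 with 250 nM Rap1B preloaded with BODIPY-GDP and 50 uM GDP; compounds tested as concentration series, 5 min at room temperature, then read every 5 min for 30 min (ex 480/em 540 nm); normalized to 6.5 mM cAMP.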
GLP-1R inv ag = inverse agonists of human GLP-1 receptor | P43220 | HEK293 GLP-1R CRE-luciferase, luminescence, 24 h; GLP-1R form is constitutively active | Potency, µM (highest dose often 38.3 µM), without a hit: top-dose activity change, negative = inhibition, actives largely listed as inhibitors | 410,000 tested, 1.6% active; note: potency is the fitted concentration of half-maximal effect; % is set by controls: 0 for no effect and ±100 for the full control effect; nearly all actives have a fitted effect of over 55% in size
Target sequence (P43220 whole entry, looked up): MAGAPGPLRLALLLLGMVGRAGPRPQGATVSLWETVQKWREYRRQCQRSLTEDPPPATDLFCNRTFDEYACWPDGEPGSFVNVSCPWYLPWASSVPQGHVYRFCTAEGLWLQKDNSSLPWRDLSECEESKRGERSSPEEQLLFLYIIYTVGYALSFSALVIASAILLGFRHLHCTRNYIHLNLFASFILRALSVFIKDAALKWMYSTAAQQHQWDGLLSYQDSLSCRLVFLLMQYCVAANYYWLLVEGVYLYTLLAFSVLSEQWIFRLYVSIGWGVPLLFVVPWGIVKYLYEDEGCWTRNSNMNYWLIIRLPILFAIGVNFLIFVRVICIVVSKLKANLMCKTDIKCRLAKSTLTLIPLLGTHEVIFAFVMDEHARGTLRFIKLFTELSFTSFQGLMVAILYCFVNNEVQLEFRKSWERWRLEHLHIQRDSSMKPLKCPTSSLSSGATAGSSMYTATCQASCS
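Luminescence readout: a drop in cAMP-driven luciferase signal flags inverse agonism at a constitutively active GLP-1R stably expressed in HEK293. Compound exposure lasted 24 hr at 37 deg C, 5% CO2.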
GLP1R ag = agonists of human GLP-1 receptor; P43220; HEK293 GLP-1R CRE-luciferase, luminescence, 4-6 h; cells express a hypersensitive GLP-1R form; Potency, µM (titrated, usually from 45.6 µM), for the others: at the top dose activation, usual class: activators; 380,000 tested, 0.007% active; AID 624172; note: potency is the fitted concentration of half-maximal effect; % of control where 0% means no effect
* marks the source's active call; other numbers are inactive results; i = inactive; ? = inconclusive; nt = not tested or not shown; & = joins results of further samples; [ ] = another dose, or the depositor's remark. Unless noted, calls come from the whole dose curve; as a rule, active = well fitted curve in the direction sought with a large enough effect; inconclusive = small, poorly fitted or top-dose-only effect, or another doubt; inactive = no such curve, though single readings can be large; an effect the other way counts as inactive or inconclusive.

SMILES	HEK293 tox	EPAC1 antagonist	PTHR1 ag	IL-2 act	PLK1 PBD block	PI5P4Ka inh	EPAC1 agonist	GLP-1R inv ag	GLP1R ag
CS(=O)(=O)c1ncc(Cl)c(C(=O)Nc2ccc(OC(F)F)cc2)n1	?	-13%	-65%[inhibitor]	-3.7	24µM*	0	11%	?	-6%
COc1ccc(OC)c(N(CC(=O)N2CCCC2)S(C)(=O)=O)c1	3%	16%	-4%	1.9	-1%	-1	-7%	5%	-6%
O=C1CN(C(=O)COC(=O)CCC(=O)c2ccc(F)cc2)c2ccccc2N1	-6%	4%	-24%	-0.7	9%	-9	7%	6%	-6%
CN(CC(=O)Nc1ccc(F)c(F)c1F)C(=O)C1CC(=O)N(c2ccc3c(c2)OCCO3)C1 (stereo not drawn)	-7%	-22%	i	-4.3	-5%	-2	-3%	3%	3%
CC1(C)CC(=O)c2cc(OCC(=O)NCCN3CCCc4ccccc43)ccc2O1	9%	5%	i	-2.5	-5%	nt	4%	-19%	-2%
CC1(C)Cc2ccccc2C(NN=C2CCCC2)=N1	5%	5%	-53%[inhibitor]	-4.1	-10%	1	-1%	-14%	3%
CCCC(=O)N1CCN(C2=NS(=O)(=O)c3ccccc32)CC1	4%	-6%	i	0.4	-3%	nt	1%	1%	-11%
COc1ccccc1/C=C/CN1CCCC(CO)(CCc2ccccc2)C1 (stereo not drawn)	?	-4%	-8%	0.2	-3%	4	-4%	?	20%
CCC1=Nc2cc(C(=O)NCC3CCCO3)ccc2Sc2ccc(Cl)cc21 (stereo not drawn)	0%	10%	-26%	-2.5	3%	1	1%	?	20%
CC(=O)c1nn(-c2ccc(C(F)(F)F)cc2)c(=O)[nH]c1=O	-8%	-14%	i	-0.6	-9%	0	11%	-11%	9%
O=C(NC1CC1)c1ccc(C2SCC(=O)N2Cc2ccccc2)cc1 (stereo not drawn)	-22%	-17%	-10%	-1.9	-6%	2	-9%	-4%	4%
CC(=O)N1CCC(N(CCN2CCOCC2)C(=S)Nc2cccc(C)c2C)CC1	-3%	-16%	-23%	-0.6	-12%	-5	5%	11%	2%
O=C(Nc1ccc2c(c1)CCC2)C1CCCO1 (stereo not drawn)	6%	4%	-5%[57.5 µM]	-0.8	-2%	nt	3%	12%	-7%
CN(C)c1ccc(C2/C(=C(/O)c3ccc(Br)cc3)C(=O)C(=O)N2C)cc1 (stereo not drawn)	4%	-7%	i	0.3	-8%	-5	-9%	-6%	-1%
CCOc1nc2ccccc2nc1C	-1%	2%	-25%[57.5 µM]	-0.2	3%	-2	-2%	3%	0%
CCCCOc1ccc(-c2cc3c(=O)n(CC(=O)Nc4ccc(Cl)cc4Cl)ccn3n2)cc1	5%	nt	-17%	nt	nt	nt	nt	2%	0%
COc1ccc([N+](=O)[O-])cc1N(CC(=O)NCCSc1ccc(C)cc1)S(C)(=O)=O	-6%	-7%	-19%	1.9	-21%	-3	-16%	9%	12%
O=C(CN1CCN(C(=O)CNC(=O)c2ccc3c(c2)OCO3)CC1)Nc1ccc(F)cc1	-11%	-4%	-37%[inhibitor]	-0.2	-5%	-7	-12%	24%	-5%
Cc1ccc(NC(=O)Nc2ccccc2)cc1[N+](=O)[O-]	0%	10%	i	-0.5	-3%	-8	-1%	-30%	-16%
COc1ccc(OC)c(NC(=O)CCn2cccc2)c1	-18%	-1%	i	-0.7	-2%	1	0%	0%	-8%
O=C(CN1CCCC1c1ccc2c(c1)OCCO2)NC(=O)Nc1ccccc1 (stereo not drawn)	7%	8%	-15%	0.2	-2%	4	3%	?	11%
O=C(OCCNc1ccc(C(F)(F)F)cc1[N+](=O)[O-])c1cc2ccccc2oc1=O	-3%	-21%	i	-0.5	-1%	3	3%	9%	4%
O=S(=O)(c1ccc(-c2cnc(C3CC3)o2)cc1)N1CCN(c2ccccc2)CC1	-3%&-1%	0%	-15%	0.3	2%	-4	-7%	0%&-4%	4%
CC(C)CC(=O)NC(=S)Nc1ccccc1C(=O)Nc1ccccc1	-13%	1%	-9%[57.5 µM]	-0.2	-9%	nt	-5%	0%	-6%
COc1ccc(OC)c(CN2C(=O)CCC2(C)c2nnnn2Cc2ccccc2)c1 (stereo not drawn)	5%	38%[activator]	-16%	-0.3	-1%	3	6%	23%	2%
(further entries)
SMILES	HEK293 tox	EPAC1 antagonist	PTHR1 ag	IL-2 act	PLK1 PBD block	PI5P4Ka inh	EPAC1 agonist	GLP-1R inv ag	GLP1R ag
COc1ccc(C2=C3C(=O)OCC3Cc3ncn(Cc4ccccc4)c32)cc1 (stereo not drawn)	1%	0%	i	0.7	4%	-2	10%	20%	10%
COc1ccc(C(=O)c2ccc(C)cc2)c(OC)c1OC	-7%	-7%	-4%	1.1	1%	1	5%	?	8%
CCOC(=O)C1CCCN(C(=O)c2cc3cc(Br)ccc3oc2=O)C1 (stereo not drawn)	3%	-3%	-2%	-0.4	-21%	3	5%	-14%	-7%
C/C=C/C=C/C(=O)OCC(=O)Nc1ccc(Cl)cc1	0%	-4%	-13%	-2.5	-4%	-9	0%	3%	7%
CC(Oc1ccccc1)C(=O)N=C1SC2CS(=O)(=O)CC2N1CCc1ccccc1 (stereo not drawn)	15%	7%	-22%	1.7	-5%	-1	9%	-24%	9%
Cc1cccc(C)c1Nc1nnc(SCC(=O)NCc2ccco2)s1	-7%	11%	i	-0.9	-6%	-3	3%	-30%	-8%
C=CCSc1nnc(NC(=O)CN2C(=O)NC3(CCCC3)C2=O)s1	8%	-7%	-19%	1.5	-3%	4	4%	8%	4%
Cc1ccc(F)cc1CNC(=O)C1CCC(=O)N(CCc2ccccc2)C1 (stereo not drawn)	-6%	16%	-21%	-1.6	-11%	11	15%	14%	10%
COc1ccc2[nH]cc(C(=O)N3CCCCC3)c(=O)c2c1	2%	12%	i	-3.6	-1%	-6	-4%	-1%	-7%
CN(C1=NC(=O)C(CC(=O)O)S1)c1ccc(O)cc1 (stereo not drawn)	18%	-11%	-6%	0.3	-14%	0	3%	2%	0%
Cc1csc(Sc2ccc(C(=O)OCC(=O)Nc3ccc(F)cc3[N+](=O)[O-])cc2[N+](=O)[O-])n1	-3%	-25%	i	9.6	-13%	-11	4%	-1%	0%
COc1cccc(N(CC(=O)Nc2ccc3c(c2)OCO3)S(=O)(=O)c2ccccc2)c1	4%	-2%	i	0.2	0%	-3	3%	0%	5%
CN(C)CCNC(=O)CCn1nc(-c2ccc(Cl)cc2)ccc1=O	6%	2%	i	0.8	-18%	0	6%	-13%	14%
CC(=O)Nc1ccc(S(=O)(=O)Nc2cc(C)ccn2)cc1	-2%	-7%	-8%	-0.1	-3%	3	2%	8%	4%
CC1(NC(=O)CCc2nc3ccccc3c(=O)[nH]2)CCS(=O)(=O)C1 (stereo not drawn)	-6%	13%	i	-4.9	-11%	-3	11%	21%	5%
Cc1ccc(-c2nc3c4ccccc4ccn3c2Cc2cccc(Cl)c2)cc1	2%	2%	-34%[inhibitor]	-0.8	4%	8	11%	?	15%
O=C(COc1ccc([N+](=O)[O-])cc1)Nc1ccc2c(c1)OCO2	2%	4%	-4%	0.3	-11%	7	-6%	14%	17%
CC1CC(C)(C)NC(=S)N1CC(=O)NCc1ccc(F)cc1 (stereo not drawn)	-12%[7.66 µM]	14%	i	0.2	7%	-7	5%	-18%[7.66 µM]	0%
CC(=O)Nc1ccc2nc(NC(=O)c3cccs3)sc2c1	2%	-15%	-18%	-2.4	-10%	-4	13%	?	2%
O=C1c2ccccc2NC(c2ccc(-c3ccc(F)cc3)o2)N1O (stereo not drawn)	nt	14%	-24%	0.4	nt	nt	-20%	nt	-1%
NNc1nc2ccccc2nc1C(F)(F)F	-3%	-18%	29%	-0.5	19µM*	-4	-7%	-6%	0%
C=CCN(C(=O)c1csnn1)C(C(=O)NC1CCCC1)c1ccc(F)cc1 (stereo not drawn)	-9%	13%	i	-1.1	-10%	4	12%	-3%	1%
Cn1c(=N)n(CC(O)c2cccc3ccccc23)c2ccccc21 (stereo not drawn)	?	4%	i	-0.4	3%	-4	1%	?	17%
COc1cccc(C(C(=O)NC(C)(C)C)N(C(=O)CCC(=O)Nc2cc(C)on2)C2CC2)c1OC (stereo not drawn)	-1%	9%	i	-1.6	-6%	-2	1%	2%	-8%
O=C(N/N=C/c1ccc(Cl)cc1)C1CC12CCC2 (stereo not drawn)	9%	-28%	-17%	-0.5	3%	1	-20%	?	17%
COc1ccc(Cl)cc1N(C)C(=O)Cn1cnc2sc(C)c(S(=O)(=O)N3CCN(c4ncccn4)CC3)c2c1=O	2%	nt	-33%[inhibitor]	nt	nt	nt	nt	11%	1%
CCOC(=O)C1=CCN(S(=O)(=O)c2ccccc2F)C1c1cccc(Cl)c1 (stereo not drawn)	-4%	2%	-24%	-0.5	-9%	0	10%	?	9%
CC(C)C[C@H]1CN([C@@H](CC(C)C)CN2CCCC2CN2C(=S)NC[C@@H]2Cc2ccc(O)cc2)C(=S)N1CC1CCCCC1 (stereo partly drawn)	19%	-8%	-8%	-0.8	-10%	-1	-18%	13%	0%

Five entries out of the list, arranged by heavy-atom count, falling.
SMILES	HEK293 tox	EPAC1 antagonist	PTHR1 ag	IL-2 act	PLK1 PBD block	PI5P4Ka inh	EPAC1 agonist	GLP-1R inv ag	GLP1R ag
CC(Oc1ccccc1)C(=O)N=C1SC2CS(=O)(=O)CC2N1CCc1ccccc1 (stereo not drawn)	15%	7%	-22%	1.7	-5%	-1	9%	-24%	9%
C=CCN(C(=O)c1csnn1)C(C(=O)NC1CCCC1)c1ccc(F)cc1 (stereo not drawn)	-9%	13%	i	-1.1	-10%	4	12%	-3%	1%
CN(C1=NC(=O)C(CC(=O)O)S1)c1ccc(O)cc1 (stereo not drawn)	18%	-11%	-6%	0.3	-14%	0	3%	2%	0%
O=C(N/N=C/c1ccc(Cl)cc1)C1CC12CCC2 (stereo not drawn)	9%	-28%	-17%	-0.5	3%	1	-20%	?	17%
NNc1nc2ccccc2nc1C(F)(F)F	-3%	-18%	29%	-0.5	19µM*	-4	-7%	-6%	0%

Only part of the results is shown; count on the stated rates, not on these rows.
